# Assay outcomes: PubChem BioAssay, Fisher Drug Discovery Resource Center
# mcGAS inh = mouse cGAS inhibition by luminescence; inhibition, % at 12.5 µM; recombinant cGAS, Kinase-Glo ATP depletion luminescence; 160,000 compounds, 0.15% hits; Q8C6L5; AID 1259399;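 also: 0% = negative control wells and 100% = reference inhibitor with no enzyme activity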
# NPYLR7 agonist = activates Aedes aegypti NPYLR7 receptor; HEK293T NPYLR7/Galpha15, GCaMP6s calcium fluorescence; activation, % at 10 µM; 270,000 compounds, 0.15% hits; in the data active = activation above about 40%;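 also: 0% = vehicle and 100% = reference agonist at the receptor; some compounds past the cut are filed as inactive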
# hcGAS inh = inhibitors of human cGAS. Q8N884. recombinant h-cGAS, ATP depletion, Kinase-Glo luminescence. inhibition, % at 12.5 µM. 290,000 compounds, 0.081% hits. AID 1259398;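 also: 0% = vehicle reaction and 100% = reaction without DNA for no activity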
# Target sequence (Q8N884 whole entry, looked up): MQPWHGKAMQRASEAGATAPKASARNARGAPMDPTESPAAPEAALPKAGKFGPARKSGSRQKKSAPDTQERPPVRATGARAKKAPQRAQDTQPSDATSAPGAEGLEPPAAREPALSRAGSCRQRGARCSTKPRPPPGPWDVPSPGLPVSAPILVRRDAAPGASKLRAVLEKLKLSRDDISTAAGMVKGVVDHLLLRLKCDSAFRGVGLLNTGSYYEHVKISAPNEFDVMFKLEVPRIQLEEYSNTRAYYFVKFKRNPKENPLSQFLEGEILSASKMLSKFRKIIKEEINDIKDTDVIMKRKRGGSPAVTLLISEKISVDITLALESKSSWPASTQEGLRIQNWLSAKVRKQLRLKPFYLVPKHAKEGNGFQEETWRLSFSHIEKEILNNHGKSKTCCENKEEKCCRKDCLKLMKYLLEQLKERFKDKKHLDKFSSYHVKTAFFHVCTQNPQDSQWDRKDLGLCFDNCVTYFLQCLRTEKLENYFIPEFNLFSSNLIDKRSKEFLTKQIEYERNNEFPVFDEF
# * hit, by the source's call; nt = no result given; & = joins results of further samples. Rule as the data show it, unless noted: active = inhibition above about 40%; inactive = the rest. Rows were taken by chance; any-hit rate near 0.29%.
SMILES,mcGAS inh,NPYLR7 agonist,hcGAS inh
CCCN(C(=O)Nc1ccccc1N1CCN(CC)CC1)C1CC(OCC)C1(C)C (stereo unspecified),nt,-7,-16
CCOc1cc2nccc(N3CCc4cncnc4C3)c2cc1OCC,nt,-6,-1
O=C(NC1CCOCC1)c1ccc(NCc2ccccc2Cl)cc1,-15,2,-7
CCc1c(CN2CCN(C3CCCCC3)CC2)csc1C,nt,3,-7
O=C(c1cn(CC2CCCO2)cc2c(=O)n(-c3ccccc3)nc1-2)N1CCCCC1 (stereo unspecified),-4,5,-1
CCOC(=O)c1c(NC(=O)c2ccc([N+](=O)[O-])cc2)sc(C(=O)N2CCOCC2)c1C,-1,-10,0
CC(=N)Cc1oc2ccc(O)cc2c1[N+](=O)[O-],nt,-7,-3
CCCc1nc2ccccc2n2c(-c3ccc(OC)cc3)c3c(=O)n(C)c(=O)n(C)c3c12,nt,-12,13
COc1ccccc1C1CC(=O)N(Cc2ccccc2C#N)C(C)=C1C(=O)OC(C)C (stereo unspecified),-3,nt,-1
CC1CCCN(C(=O)c2ccc(C=O)[nH]2)C1 (stereo unspecified),0,-1,5
c1cncc(NCCNc2nccc(C3CCCC3)n2)c1,nt,19,-3
Cc1nn(Cc2ccccc2Cl)c(C)c1C=CC(=O)N(C)CC(=O)NC(C)(C)C,-6,2,-2
Cc1noc(C)c1CSc1n[nH]c(CCC2CCCC2)n1,-5,3,1
COc1ccccc1C(=O)NCCNc1cc(-n2cccn2)ncn1,-1,-9,3
COCCn1c(C)cc(C(=O)N2C[C@@H](CO)[C@H](N(C)C)C2)c1C,-6,nt,-14
CCCCOCCOCC(=O)N1CCN(Cc2ccc(-c3noc(-c4cccnc4)n3)cc2)CC1,2,6,3
O=C(Cc1ccc2c(c1)CCCC2)NCC1CCCO1 (stereo unspecified),-5,-1,1
Cc1ccc(SCc2ccc(C(=O)N3C4CCC3CC(Oc3cccc(C(F)(F)F)c3)C4)cc2)c(C)c1 (stereo unspecified),-9,17,-16
NC(=O)Nc1ccc2c(c1)OCO2,nt,2,-10
O=C(NCC1CC1)C1Cc2c(-c3ccc(Cl)cc3)ccnc2O1 (stereo unspecified),-5,5,-3
CCN(Cc1nc(C)no1)C(=O)CCc1cc(C)cc(C)c1,-17,16,-3
COc1cccc(-c2cccc(-c3ccc(NC(=O)COc4ccccc4)cc3)n2)c1,-5,-2,-5
O=C1NC(=O)C(=Cc2ccc3c(c2)OCCO3)C(=O)N1,-9,nt,-6
O=C(Nc1ccc2oc(-c3cccnc3)nc2c1)C1CC1,-10,nt,-6
Brc1ccc(Cc2nnc3n2N=C(c2ccc4c(c2)OCCO4)CS3)cc1,-7,17,-5

# Three entries out of the list, ordered by SMILES length, smallest number first:
SMILES,mcGAS inh,NPYLR7 agonist,hcGAS inh
O=C(Cc1ccc2c(c1)CCCC2)NCC1CCCO1 (stereo unspecified),-5,-1,1
COCCn1c(C)cc(C(=O)N2C[C@@H](CO)[C@H](N(C)C)C2)c1C,-6,nt,-14
CCOC(=O)c1c(NC(=O)c2ccc([N+](=O)[O-])cc2)sc(C(=O)N2CCOCC2)c1C,-1,-10,0

# (cont.)
SMILES,mcGAS inh,NPYLR7 agonist,hcGAS inh
COC(=O)[C@@H]1NC(c2ccccc2)C(C(=O)c2ccc(C)cc2)[C@H]1c1ccccc1 (stereo partly specified),nt,-2,-4
CCOC(=O)c1ccc(N=Cc2c(C(F)(F)F)[nH]n(-c3nc4ccccc4s3)c2=O)cc1,nt,-3,10
CN(Cc1n[nH]c2c1CCCCC2)C(=O)c1cc(COc2ccccc2)[nH]n1,-10,1,-8
CN(CC(=O)Nc1cc(Cl)ccc1F)c1nccs1,nt,8,-7
Cc1noc(C)c1CN(Cc1ccccc1Cl)C1CCCC1,nt,-13,-3
Cc1n[nH]c(C)c1CCC(=O)N1CCNCC(CC(=O)O)C1 (stereo unspecified),nt,14,-2
CC(=O)N(N=C1Sc2ccccc2C1=O)c1ccccc1[N+](=O)[O-],-8,-3,-9
O=C(O)Cc1ccc(CN2CCCC2c2nc3ccc(F)cc3[nH]2)cc1 (stereo unspecified),-13,3,-3
COc1ccc(NC(=O)c2cc3c(cc2[N+](=O)[O-])OCCO3)c(OC)c1,nt,2,-8
Cc1cc(Oc2cnn(-c3cccc(F)c3)c(=O)c2Nc2cccc(C(=O)NCCc3ccccn3)c2)ccc1Cl,2,7,7
Cn1nc(C(=O)NNC(=O)C2c3ccccc3Oc3ccccc32)c2ccccc2c1=O,nt,2,-4
CCc1n[nH]c(=O)c(-c2nc(-c3cc(F)ccc3F)cs2)c1CC,nt,-5,-3
CC(c1ccc(S(N)(=O)=O)cc1)N(C)C(=O)COc1ccc(F)cc1Br (stereo unspecified),nt,-2,0
CN(CC(=O)Nc1cccc(F)c1)C(=O)CCc1ncc(-c2ccc(F)cc2F)o1,-8,9,-5
CC(C(=O)O)n1c(O)c(C2=c3ccccc3=NC2=O)sc1=S (stereo unspecified),nt,6,-3
COc1ccccc1CSc1nnc(-c2ccc(F)cc2)n1-c1ccccc1C,-4,nt,-6
O=c1ccc2ccc(O)c(O)c2o1,-2,-11,3
CCc1nc(SCC(=O)c2cccs2)c2oc3ccccc3c2n1,nt,-9,-3
CCc1nc2c(OCc3ccc(OC(F)F)cc3)cccn2c1N(C)C(=O)C(C)C,-3,5,-4
COCCNC(=S)NN=C(C)c1ccc(C)o1,nt,6,-1
CCOC(=O)C1CCN(c2c(C(=O)c3ccc(C)c(C)c3)cnc3cc4c(cc23)OCO4)CC1,nt,-10,-2
O=C(NCc1ccon1)C1CCCN(C2CCN(Cc3cccnc3)CC2)C1 (stereo unspecified),nt,2,-6
O=C(c1cccc(Cl)c1)N(Cc1ccc(OS(=O)(=O)c2ccc(F)cc2)cc1)Cc1ccco1,-6,2,6
Cc1ccc(C2CC(c3ccccc3Cl)=NN2C(=O)CN2CCCCC2C)cc1 (stereo unspecified),-4,9,-8
Cc1ccc(N2CCC(C(=O)NCc3cc4ccccc4o3)C2=O)cc1C (stereo unspecified),nt,-1,-6

# Additional structures follow.
SMILES,mcGAS inh,NPYLR7 agonist,hcGAS inh
CC(=O)Nc1ccc(SCc2csc(Cc3ccc(Cl)c(Cl)c3)n2)cc1,1,3,1
CC(Cn1cncn1)C(=O)NCc1cccnc1N(C)C1CCCCC1 (stereo unspecified),-14,0,-1
Cc1cnn(CCC(=O)NC2(c3ccc(Cl)cc3)CC2)c1,nt,7,-15
CCOC(=O)N1CCN(C(=O)CSc2ccc(-c3cccs3)nn2)CC1,-8,2,-4
O=C(c1cc(-c2ccccc2)nc2cc(-c3ccccc3)nn12)N1CCN(c2cccc(Cl)c2)CC1,-6,9,-8
CCC(Cn1ccnc1)NC1CCN(c2ccccc2F)CC1 (stereo unspecified),nt,16,-8
Cc1cc2nc(N(Cc3cccnc3)C(=O)c3ccccc3[N+](=O)[O-])sc2cc1C,-8,-3,-2
CCOC(=O)c1c(NC(=O)c2cc3nc(-c4ccco4)cc(C(F)(F)F)n3n2)sc2c1CCC2,-5,-15,-3
CCCCCCc1ccc(C(=O)Nc2ccc(-n3nc(OCCOC)nc3-c3cccc(C(F)(F)F)c3)cc2)cc1,0,-14,2
CN(C)CCCNC(=O)c1ccc(-c2cc(-c3cccc4ccccc34)[nH]n2)cc1,-4,2,-3
O=C(NCc1ccccc1)NNC(=O)c1cccn(Cc2cccc(F)c2)c1=O,nt,4,-9
CCCCOc1ccc(C(=O)NC(C)C2COc3ccccc3O2)cc1OC (stereo unspecified),nt,1,-6
COc1ccccc1NC(=O)NC(C)c1ccc(C#N)cc1 (stereo unspecified),-15,17,-2
CCCCC(=O)N1CCN(S(=O)(=O)c2ccc3ccccc3c2)CC1,-5,13,-21
CC1=NOC(C)(CNC(=O)c2cc(C)nc3ccc(C)cc23)C1 (stereo unspecified),nt,21,0
COc1cc(=O)n(-c2ccc(F)cc2)nc1C(=O)Nc1cc(Cl)ccc1O,-8,5,-8
CC(C)(C)c1ccc(C(=O)NNC(=O)C2CCCCN2S(C)(=O)=O)cc1 (stereo unspecified),nt,3,5
C=CCOn1c(=O)c(-c2ccc(OCCC)cc2)[n+]([O-])c2ccccc21,-5,11,-8
Cc1cc(C)n(CC(C)NC(=O)c2oc3c(F)cccc3c2C)n1 (stereo unspecified),-10,13,-8
CCCc1nc2cc(C)ccn2c1NC1CCCCC1,-6,35,-4
CCOc1ccc(N2CC(C(=O)OC(C(N)=O)c3ccccc3)CC2=O)cc1 (stereo unspecified),nt,2,1
CN(Cc1cccc(Cl)c1)C(=O)CSc1nnc(N2CCOCC2)n1C1CC1,-3,0,0
Cc1ccccc1-n1c(-c2ccc(F)cc2)n[nH]c1=S,nt,-2,-6
O=C(Cc1ccccc1F)NCc1ccccc1Cn1cccn1,nt,-5,-12
COc1ccc2c(c1)C=C(C(=O)Nc1n[nH]c(C3CC3)c1C)CO2,-8,4&8,-8&-8

# The list goes on.
SMILES,mcGAS inh,NPYLR7 agonist,hcGAS inh
C#CCn1c(O)c(N=NC(=O)CNC(=O)c2cccc(F)c2)c2ccccc21,nt,-6,1
Cc1cc(OC(=O)c2ccccc2)n(CCC#N)n1,nt,4,-4
O=C(NCCc1ccc(F)cc1)c1ccc(-c2cccc(Cl)c2)s1,-7,2,-8
Cc1cccc2c1N(CC(=O)Nc1ccccc1S(C)(=O)=O)CCC2,nt,4,-6
CCOc1ccccc1N1CCN(C(=O)c2ccc(Cl)c(Cl)c2)C(C)C1=O (stereo unspecified),-6,14,-6
CC1CCN(C(=O)c2[nH]cnc2C(=O)NC2CCCCC2)CC1,-5,nt,-11
O=C(CSc1nc2ccccc2s1)N/N=C\c1ccccc1[N+](=O)[O-],nt,-4,-9

# In the list so far, these have fluorine:
SMILES,mcGAS inh,NPYLR7 agonist,hcGAS inh
Cc1ccc(SCc2ccc(C(=O)N3C4CCC3CC(Oc3cccc(C(F)(F)F)c3)C4)cc2)c(C)c1 (stereo unspecified),-9,17,-16
CCOC(=O)c1ccc(N=Cc2c(C(F)(F)F)[nH]n(-c3nc4ccccc4s3)c2=O)cc1,nt,-3,10
CN(CC(=O)Nc1cc(Cl)ccc1F)c1nccs1,nt,8,-7
O=C(O)Cc1ccc(CN2CCCC2c2nc3ccc(F)cc3[nH]2)cc1 (stereo unspecified),-13,3,-3
Cc1cc(Oc2cnn(-c3cccc(F)c3)c(=O)c2Nc2cccc(C(=O)NCCc3ccccn3)c2)ccc1Cl,2,7,7
CCc1n[nH]c(=O)c(-c2nc(-c3cc(F)ccc3F)cs2)c1CC,nt,-5,-3
CC(c1ccc(S(N)(=O)=O)cc1)N(C)C(=O)COc1ccc(F)cc1Br (stereo unspecified),nt,-2,0
CN(CC(=O)Nc1cccc(F)c1)C(=O)CCc1ncc(-c2ccc(F)cc2F)o1,-8,9,-5
COc1ccccc1CSc1nnc(-c2ccc(F)cc2)n1-c1ccccc1C,-4,nt,-6
CCc1nc2c(OCc3ccc(OC(F)F)cc3)cccn2c1N(C)C(=O)C(C)C,-3,5,-4
O=C(c1cccc(Cl)c1)N(Cc1ccc(OS(=O)(=O)c2ccc(F)cc2)cc1)Cc1ccco1,-6,2,6
CCC(Cn1ccnc1)NC1CCN(c2ccccc2F)CC1 (stereo unspecified),nt,16,-8
CCOC(=O)c1c(NC(=O)c2cc3nc(-c4ccco4)cc(C(F)(F)F)n3n2)sc2c1CCC2,-5,-15,-3
CCCCCCc1ccc(C(=O)Nc2ccc(-n3nc(OCCOC)nc3-c3cccc(C(F)(F)F)c3)cc2)cc1,0,-14,2
O=C(NCc1ccccc1)NNC(=O)c1cccn(Cc2cccc(F)c2)c1=O,nt,4,-9
COc1cc(=O)n(-c2ccc(F)cc2)nc1C(=O)Nc1cc(Cl)ccc1O,-8,5,-8
Cc1cc(C)n(CC(C)NC(=O)c2oc3c(F)cccc3c2C)n1 (stereo unspecified),-10,13,-8
Cc1ccccc1-n1c(-c2ccc(F)cc2)n[nH]c1=S,nt,-2,-6
O=C(Cc1ccccc1F)NCc1ccccc1Cn1cccn1,nt,-5,-12
C#CCn1c(O)c(N=NC(=O)CNC(=O)c2cccc(F)c2)c2ccccc21,nt,-6,1
O=C(NCCc1ccc(F)cc1)c1ccc(-c2cccc(Cl)c2)s1,-7,2,-8
